GC-B act = GC-B (human) receptor activation. P20594. HEK293-GC-B cells, CNP EC30, cGMP TR-FRET; 0% at EC30 CNP, 100% saturating CNP. activation, % at 10 µM. 370,000 tested, 0.11% active;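 active means activation at 10 µM reaching about 35% in either raw or pattern-adjusted values, limit read from the data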
hgDAF-12 ag = hgDAF-12 agonism, primary luciferase screen. HEK293 GAL4-hgDAF12 UAS-luciferase reporter, agonist luminescence; normalized to butyrate control. activation, % at 6.8 µM. 370,000 tested, 1.8% active. AID 687014;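 active means activation above a cutoff set at the mean of all screened compounds plus 3 SD, cut at about 10% in these data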;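 further: 0% = DMSO wells and 100% = sodium butyrate wells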
proKLK7 act = activates the human kallikrein-7 zymogen; P49862; purified proKLK7, EDANS-DABCYL substrate fluorescence; 100% is mature enzyme control, 0% vehicle; 370,000 tested, 0.9% active; activation, % at 7 µM;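 active means activation above the mean of all tested compounds plus 3 SD, computed per campaign excluding outliers beyond control limits, cut at about 13% in these data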
DAX1 inh-1 = inhibitors of human orphan nuclear receptor DAX1 (NR0B1); P51843; HEK293 Gal4-DAX1 luciferase reporter, luminescence; inhibition, % at 6.75 µM; 340,000 tested, 0.99% active; AID 504766;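 active means inhibition above the mean over all tested compounds plus 3 SD, cut at about 4.2% in these data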;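 further: 0% = DAX1-transfected cells with DMSO and 100% = empty-vector control cells with DMSO; inhibition shows as a rise in luminescence from relieved DAX1 repression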
GC-A act = GC-A (human) enzyme activation. HEK293 GC-A cells, cGMP TR-FRET, EC30 ANP; 0% at EC30 ANP, 100% saturating ANP. activation, % at 10 µM. 370,000 tested, 0.14% active. AID 1671463; in the data active means activation above about 40%
Target sequence (P16066 whole entry, looked up): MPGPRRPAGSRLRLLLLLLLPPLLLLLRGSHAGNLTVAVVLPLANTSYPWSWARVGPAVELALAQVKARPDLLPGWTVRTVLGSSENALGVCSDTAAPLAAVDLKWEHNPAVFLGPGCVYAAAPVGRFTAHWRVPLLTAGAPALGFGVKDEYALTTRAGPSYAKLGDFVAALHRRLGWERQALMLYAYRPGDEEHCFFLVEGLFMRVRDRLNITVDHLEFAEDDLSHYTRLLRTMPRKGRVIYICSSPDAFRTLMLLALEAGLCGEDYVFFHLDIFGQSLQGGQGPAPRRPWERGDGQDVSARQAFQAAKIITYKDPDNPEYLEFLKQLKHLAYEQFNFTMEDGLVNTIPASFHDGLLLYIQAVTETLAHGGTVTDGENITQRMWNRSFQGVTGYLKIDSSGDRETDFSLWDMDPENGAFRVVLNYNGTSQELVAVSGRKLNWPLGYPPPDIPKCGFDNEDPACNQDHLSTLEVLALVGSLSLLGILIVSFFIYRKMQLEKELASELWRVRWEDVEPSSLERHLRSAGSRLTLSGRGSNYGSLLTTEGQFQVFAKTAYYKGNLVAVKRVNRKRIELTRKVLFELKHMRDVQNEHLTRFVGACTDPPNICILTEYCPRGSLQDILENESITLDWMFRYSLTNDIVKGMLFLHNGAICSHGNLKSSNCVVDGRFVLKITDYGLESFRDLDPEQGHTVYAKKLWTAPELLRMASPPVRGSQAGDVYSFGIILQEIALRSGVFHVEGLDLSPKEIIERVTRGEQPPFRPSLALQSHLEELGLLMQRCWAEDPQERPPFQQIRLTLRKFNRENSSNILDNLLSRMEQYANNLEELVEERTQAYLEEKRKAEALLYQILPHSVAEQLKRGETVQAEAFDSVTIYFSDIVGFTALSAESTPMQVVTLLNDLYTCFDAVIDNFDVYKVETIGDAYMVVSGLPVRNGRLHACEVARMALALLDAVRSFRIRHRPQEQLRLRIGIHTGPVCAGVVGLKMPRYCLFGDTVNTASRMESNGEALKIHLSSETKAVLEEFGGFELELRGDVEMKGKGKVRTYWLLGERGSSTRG
sPLA2-III inh = Inhibits HGIII-sPLA2 liposome hydrolysis, primary screen. QFRET BODIPY PC-A2 liposome hydrolysis, fluorescence. inhibition, % at 12.2 µM. 370,000 tested, 0.56% active. AID 743126;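 active means inhibition above mean plus 3 SD of compounds lying within the high and low control bounds, cut at about 19% in these data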;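 further: 0% = median of test compound wells and 100% = no enzyme DMSO wells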
ssDAF12 agonist = activates DAF-12 receptor from parasite S. stercoralis. HEK293 ssDAF-12/GRIP1 lit1-tk-luc reporter, luminescence; % of 3 µM dafachronic acid response. 370,000 tested, 1% active. activation, % at 6.8 µM;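 active means activation above the mean over all tested compounds plus 3 SD, cut at about 0.9% in these data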;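 further: 0% = DMSO-only wells and 100% = 3 µM delta7-dafachronic acid wells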
SMARCA2 activ = SMARCA2 function activation, primary screen; 370,000 tested, 1% active; activation, % at 9.1 µM; MG213 cells, MMTV-luciferase reporter, dexamethasone, overnight; AID 652017; in the data active means activation above about 7.8%;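 further: 0% = vehicle wells and 100% = reference activator wells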
hcDAF-12 act = activates DAF-12 receptor from parasite H. contortus | HEK293 hcDAF-12 lit1-tk-luc reporter, luminescence; 0% DMSO, 100% Δ7-dafachronic acid | activation, % at 6.8 µM | 370,000 tested, 1.4% active;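 active means activation above the mean of all tested compounds plus 3 SD, cut at about 5.5% in these data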;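 further: 100% = response to 3 µM Δ7-dafachronic acid high control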
FXN GAA850 act = increases GAA850 frataxin promoter reporter activity; activation, % at 6 µM; HEK293 lucGAA850 FXN promoter luciferase reporter, 24 h; percent of 10 µM SAHA response; AID 540364; 360,000 tested, 0.56% active;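 active means activation above the average of all compounds screened plus 3 SD, cutoff fixed separately per campaign, cut at about 7.5% in these data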;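 further: 0% = DMSO wells and 100% = 10 µM SAHA wells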
DAX1 inh-2 = blocks DAX1 repression of SF-1 activated StAR promoter. HEK293T StAR-luciferase reporter, SF-1/DAX-1 repression relief. inhibition, % at 6.8 µM. 370,000 tested, 1.1% active. AID 652010;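 active means inhibition above the mean over all tested compounds plus 3 SD, cut at about 3.6% in these data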;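 further: 0% = DAX-1 cells with DMSO and 100% = cells lacking DAX-1 with DMSO; higher inhibition means more luminescence from relief of DAX-1 repression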
Numbers without * were called inactive; . = not tested or not shown.

SMILES	GC-B act	hgDAF-12 ag	proKLK7 act	DAX1 inh-1	GC-A act	sPLA2-III inh	ssDAF12 agonist	SMARCA2 activ	hcDAF-12 act	FXN GAA850 act	DAX1 inh-2
O=[N+]([O-])c1ccc(OCCO)nc1	7	-0.6	-0.5	0.7	1	2	-1.2	-2	-0.1	1.3	-0.1
COc1ccccc1S(=O)(=O)Cc1ccc(C(=O)NCc2ccc(C)cc2)o1	-4	0.3	0.1	1.5	4	-1	-0.9	0	-2.2	1.8	-0.2
S=C(NCCCN1CCOCC1)NCCCN1CCOCC1	6	1.9	0.0	0.4	-3	-2	-0.9	0	-1.0	-0.2	0.1
CCOC(=O)C(/C=C(\C#N)C(=O)OCC)=C(/N)N1CCN(c2ccccc2)CC1	0	0.3	0.3	-1.0	5	-10	-1.1	0	-1.9	0.7	1.0
CCOC(=O)c1cc2c(ccn2C)n1CC(=O)N1C(C)CCCC1C (stereo not given)	-3	2.5	0.0	0.8	0	-15	-2.4	4	0.3	1.3	-0.8
CCOc1ccc(NC(=O)Nc2ccc(Cc3ccncc3)cc2)cc1	-1	-2.7	-0.1	-1.9	2	-15	-1.7	1	-3.1	-2.5	-1.3
CN(CCCOc1ccccc1Br)Cc1ccccc1	-9	0.3	-0.1	-0.2	-15	-2	-1.1	-3	-1.1	0.8	-0.1
Cc1cc2c(nn1)CCC/C2=N\O	3	-1.5	0.2	-0.1	5	3	-1.4	0	-1.5	2.2	-0.4
COc1ccccc1COCC(O)CNCC1(N2CCCCC2)CCCCC1 (stereo not given)	1	-0.6	0.2	-0.3	9	0	-1.6	-1	-1.7	-2.6	-0.5
Cc1cn([C@H]2C[C@H](O)[C@@H](CCC(=O)NCC(c3ccccc3)c3ccccc3)O2)c(=O)[nH]c1=O	1	2.1	0.0	.	0	3	-0.4	0	0.0	.	0.7
CCCCCCCC[n+]1cccc2c3ccccc3ccc21	2	-14	5.8	-8.5	13	0	-3.6	-11	-5.3	-10	-6.3
COc1ccc(NC(=O)c2cc(S(=O)(=O)N3CCCCC3)ccc2N2CCCCC2)cn1	11	-2.0	0.2	1.4	5	-3	-1.6	-1	-0.3	-2.4	-0.2
Cc1[nH]c2ccccc2c1C(=O)C(=O)NCc1ccncc1	-2	-0.3	0.1	0.1	2	4	-1.2	-2	0.8	-0.8	0.0
Cn1c(=O)c2c(ncn2CCC(=O)N/N=C/c2cccnc2)n(C)c1=O	4	-2.6	-0.6	0.3	-7	-5	-1.1	-2	1.6	-1.0	-0.1
COc1ccc(/C=C2\SC(=S)N(CC(=O)NCCO)C2=O)cc1	-4	-0.8	-0.1	0.7	3	-4	0.1	2	-0.2	1.2	-0.5

A second format for two compounds above:
canonical_smiles,GC-B act,hgDAF-12 ag,proKLK7 act,DAX1 inh-1,GC-A act,sPLA2-III inh,ssDAF12 agonist,SMARCA2 activ,hcDAF-12 act,FXN GAA850 act,DAX1 inh-2
O=[N+]([O-])c1ccc(OCCO)nc1,7,-0.6,-0.5,0.7,1,2,-1.2,-2,-0.1,1.3,-0.1
COc1ccccc1S(=O)(=O)Cc1ccc(C(=O)NCc2ccc(C)cc2)o1,-4,0.3,0.1,1.5,4,-1,-0.9,0,-2.2,1.8,-0.2

Carrying on:
SMILES	GC-B act	hgDAF-12 ag	proKLK7 act	DAX1 inh-1	GC-A act	sPLA2-III inh	ssDAF12 agonist	SMARCA2 activ	hcDAF-12 act	FXN GAA850 act	DAX1 inh-2
CN1CCN(c2ncnc3c2ncn3[C@H]2CN(Cc3ccccc3)C[C@@H](CO)O2)CC1	-2	0.3	-0.2	.	-1	11	-0.5	-1	0.3	-2.8	0.8
CCCc1nnc(NC(=O)CCC(=O)NCCc2ccc(Cl)cc2)s1	-1	-1.8	-0.5	-0.1	3	-1	-1.1	-1	-1.5	0.4	0.4
CCCCNC(=S)NC(=O)c1ccc([N+](=O)[O-])cc1	2	1.9	0.2	1.1	0	8	-0.6	2	1.6	0.6	-0.1
COc1ccc(NC(=O)c2cccc(N3C(=O)c4ccc(C(=O)Nc5ccc(OC)c(O)c5)cc4C3=O)c2)cc1O	1	2.9	1.0	1.2	-2	-1	-1.5	-2	-0.5	-1.0	1.3
CCC(c1nnnn1Cc1cccs1)N1CCN(C2CCCC2)CC1 (stereo not given)	-3	-1.0	0.0	2.0	-1	2	-1.2	1	0.4	-1.5	0.8
Cc1sc(NC(=O)c2ccc(=O)n(C)n2)nc1-c1ccccc1	1	0.2	-0.4	1.4	-2	-4	-1.2	1	-1.6	1.7	0.5
COc1ccc(CN2C(=O)CCC2(C)C(=O)NC2CCCCCC2)cc1 (stereo not given)	-4	0.4	0.2	-0.2	2	-1	-0.7	0	-0.5	-0.5	0.1
COc1cccc(-c2c(-c3cc(OC)cc(OC)c3)n(C)c3ccc(-c4cccc5[nH]ccc45)cc23)c1	2	-0.6	-2.2	0.2	4	13	-1.4	2	0.3	2.1	-0.3
Cc1ccc(CNC(=O)CCc2c(C)nn(-c3ccc(N4CCOCC4)nn3)c2C)cc1	5	0.6	-0.6	0.3	-1	3	0.6	-3	-1.5	-1.6	-0.1
CC1CC(C)CN(C(=S)NC2CCCCC2)C1 (stereo not given)	8	-0.7	-0.2	0.9	4	16	-0.3	-1	-0.4	0.8	0.1
CCCC(=O)Nc1nnc(SCC(=O)NCc2cccs2)s1	1	-2.0	0.7	-0.9	0	6	-1.4	-1	-1.9	3.0	0.3
COC(=O)c1c(C)nc(C)c(C(=O)OC)c1-c1ccc(OC)c(OC)c1	-11	-0.4	-0.3	0.9	-3	3	-1.3	-2	-1.9	1.8	-0.1
COC(=O)c1cc2ccccc2c(-c2c(OC)c(C(=O)OC)cc3ccccc23)c1OC	-13	-2.0	-3.8	-1.4	-11	-1	-1.7	-3	-3.3	-1.9	-0.5
COCCCNc1nc(-c2ccc(Cl)cc2)nc2ccccc12	3	3.4	0.1	-0.1	11	-20	-0.3	-1	2.5	5.1	-1.2
Nc1c(N2CCCCC2)c2ccccc2oc1=O	-9	-0.5	0.5	-0.7	-10	9	-2.0	0	-0.6	5.1	-0.3
CCOC(=O)[C@@H]1[C@H]2COc3ccccc3[C@@H]2N2C(=O)N(c3ccccc3)C(=O)[C@]12C	6	2.1	-0.1	-0.5	0	-1	-0.9	0	-1.4	0.1	0.0
O=C(CC1Sc2ccccc2NC1=O)OCC(=O)N1CCc2ccccc21 (stereo not given)	-2	0.8	0.0	1.0	0	-10	-0.2	-3	1.6	0.9	1.3
CNC(=S)Nc1ccc(C)cc1	5	5.3	-0.4	0.0	-1	5	-0.5	-3	0.9	-0.6	0.5
COC(=O)C1=C(C)N(C)C(C)=C(C(=O)OC)C1c1cccc(Br)c1	-9	-1.2	0.9	-0.2	-13	7	-1.8	-1	2.0	-1.0	-0.2
Cc1n[nH]c(=S)n1/N=C/c1ccc(OCc2ccc(Cl)cc2Cl)cc1	5	4.4	-0.1	3.8	-2	3	0.1	13*	1.5	3.7	-0.1
Cc1ccc(F)cc1NC(=O)c1ccc2c(c1)OCO2	1	1.7	0.1	-0.1	0	4	-1.4	-2	1.3	2.4	-0.4
CC(C)NC(=O)Nc1ccc2c(c1)C(=O)N([C@H](C)CO)C[C@H](C)[C@@H](CN(C)C(=O)NC(C)C)O2	-3	-0.5	1.1	0.4	0	-7	-1.4	1	1.4	1.8	0.3
CN1CCCC(OC(=O)c2ccccc2F)C1 (stereo not given)	-8	0.3	-0.7	0.1	2	-2	-0.8	1	-0.4	-0.2	0.1
CNC(=S)NCCC(c1ccccc1)c1ccccc1	-2	0.5	0.6	-0.1	-17	1	-1.4	0	-0.6	-1.9	1.7
CCOc1ccc(CCNC(=O)CCC(=O)N2CCSc3ccccc32)cc1OCC	4	-1.7	0.2	-0.4	0	0	-1.2	2	-1.6	-1.5	-0.4
COc1ccc(-c2csc(Nc3cccc(C)n3)n2)cc1C	-2	14*	0.3	2.2	1	-7	-0.2	3	6.7*	5.0	1.5
CC(Nc1nc(-c2ccccc2F)nc2ccccc12)c1ccccc1 (stereo not given)	6	-1.2	0.7	1.8	7	-22	-0.3	-1	-3.0	1.5	-0.6
CCOC(=O)c1c(C)oc2c(CC(=O)c3ccccc3)c(Cl)c(O)c(O)c12	3	-1.6	0.3	-0.4	5	7	-1.8	-3	-0.4	0.8	0.0
COc1cccc(C2CC(c3ccc(Cl)cc3Cl)Nc3nc(N)nn32)c1 (stereo not given)	-4	-0.3	2.8	-0.8	-7	5	-1.1	0	-1.6	3.1	0.1
CCc1nc2ccc(C(=O)N(C)Cc3ccco3)cn2c1N(C)Cc1ccc(OC)cc1	21	-1.3	0.4	.	10	-7	-2.1	2	-2.0	2.2	-1.1
CCOc1ccc(C(C)(O)CN2CCOCC2)cc1 (stereo not given)	4	3.3	0.8	-0.4	-4	0	-0.9	-1	-1.2	1.4	-0.3
CCOC(=O)C1CCCN(Cc2nc(N)nc(Nc3ccccc3)n2)C1 (stereo not given)	2	-2.5	-0.5	-1.2	4	3	-1.4	0	-1.1	-6.2	-0.5
COC(=O)c1ccccc1NC(=O)Cn1cc2c(n1)CCC(C)C2 (stereo not given)	0	2.2	-0.4	-1.9	1	4	-1.6	5	-0.9	-1.5	0.5
Cc1c(N(C(=O)CNC(=O)c2ccccc2)C2(C(=O)NC3CCCCC3)CCCCC2)c(=O)n(-c2ccccc2)n1C	5	-3.4	-0.3	-0.7	-1	2	-1.0	0	0.5	-0.1	0.4
COCCN(CCOC)C(=O)[C@H](CCc1ccccc1)NC(=O)[C@H]1O[C@@H](n2cnc3c(N)ncnc32)[C@H](O)[C@@H]1O	2	0.2	0.3	.	1	6	-0.4	2	-0.9	.	-0.6
COc1cccc(C=Cc2nccc3ccccc23)c1OC	3	11*	-0.5	0.4	-2	-8	-1.2	7	4.1	3.5	6.1*
Cn1c(=O)[nH]c(=O)c2c1nc(N1CCc3ccccc3C1)n2CCSc1nc2ccccc2s1	-7	-1.4	0.3	-0.2	-4	6	-0.6	-4	1.7	1.5	0.2
O=C(C(=O)N1CCN(S(=O)(=O)c2ccc(Cl)cc2)CC1)c1cccc(C(F)(F)F)c1	1	1.4	0.2	.	0	10	-0.6	-5	-0.7	.	0.7
CN1CCN(c2nc3cc(C(F)(F)F)ccc3n3cccc23)CC1	-9	2.6	1.0	-1.6	-4	-12	-1.0	4	-1.1	2.5	0.3
O=C(NCc1ccccn1)C(C(=O)c1cccc([N+](=O)[O-])c1)n1cc(Cl)ccc1=O (stereo not given)	7	-0.5	-0.3	0.6	2	0	-1.1	2	-0.6	1.6	0.5
O=C(O)CC1NC(=O)N(C2CCCCC2)C1=O (stereo not given)	-1	1.8	-0.2	-1.3	2	8	-0.4	-6	0.6	0.3	-0.3
COC(=O)C1=CN(c2ccc3c(c2)OCO3)C(N)=C(C#N)C1c1ccc(-c2ccccc2)cc1 (stereo not given)	3	3.4	-0.6	.	1	-18	-1.1	-4	-1.4	.	1.0
O=C(O)CC(NC(=O)c1ccc2c(c1)OCO2)c1cccc([N+](=O)[O-])c1 (stereo not given)	6	-1.0	0.5	.	3	4	-0.8	-7	1.1	0.8	0.5

Compounds were not picked by outcome; any-hit rate near 6.7%.
